LYPLA1 inh – LYPLA1 (human) inhibition in PME1 counter-screen. O75608. recombinant LYPLA1, FP-Rh probe fluorescence polarization. inhibition, % at 5.9 µM. 320,000 compounds, 0.16% hits. AID 2174;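 active = inhibition above the mean of all tested compounds plus 3 SD, set per campaign, cut at about 14% in these data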;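 note: inhibitors block serine hydrolase probe labeling of LYPLA1 so polarization falls; 0% = enzyme with DMSO and 100% = wells lacking LYPLA1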
Target sequence (O75608 whole entry, looked up): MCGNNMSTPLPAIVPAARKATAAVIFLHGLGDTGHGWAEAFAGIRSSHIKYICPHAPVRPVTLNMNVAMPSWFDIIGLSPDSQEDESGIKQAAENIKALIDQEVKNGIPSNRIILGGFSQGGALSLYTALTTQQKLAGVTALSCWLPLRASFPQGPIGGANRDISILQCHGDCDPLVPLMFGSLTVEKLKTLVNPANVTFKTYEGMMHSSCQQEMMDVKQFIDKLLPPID
LYPLA2 inh – blocks human lysophospholipase 2, a PME1 counter-screen; O95372; recombinant LYPLA2, FP-Rh probe fluorescence polarization; inhibition, % at 5.9 µM; 320,000 compounds, 0.38% hits;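 active = inhibition above the screen-wide mean plus 3 SD, limit set per campaign, cut at about 26% in these data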;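 note: 0% = LYPLA2 with DMSO and 100% = wells lacking LYPLA2 enzyme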
Target sequence (O95372 whole entry, looked up): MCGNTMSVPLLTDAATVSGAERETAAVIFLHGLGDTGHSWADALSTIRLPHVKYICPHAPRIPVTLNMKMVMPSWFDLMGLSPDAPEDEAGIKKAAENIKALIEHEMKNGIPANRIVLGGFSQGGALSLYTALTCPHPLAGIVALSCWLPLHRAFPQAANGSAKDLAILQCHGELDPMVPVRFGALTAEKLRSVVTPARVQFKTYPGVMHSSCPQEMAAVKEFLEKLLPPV
PAFAH1B2 inh – inhibitors of human PAFAH1B2. P68402. inhibition, % at 3.39 µM. 340,000 compounds, 1.2% hits. recombinant PAFAH1B2, FP-rhodamine activity probe, fluorescence polarization;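 active = inhibition above the mean of all tested compounds plus 3 SD, cut at about 24% in these data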;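 note: 0% = enzyme with DMSO and 100% = wells lacking PAFAH1B2; many of its hits are not listed in these tables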
Target sequence (P68402 whole entry, looked up): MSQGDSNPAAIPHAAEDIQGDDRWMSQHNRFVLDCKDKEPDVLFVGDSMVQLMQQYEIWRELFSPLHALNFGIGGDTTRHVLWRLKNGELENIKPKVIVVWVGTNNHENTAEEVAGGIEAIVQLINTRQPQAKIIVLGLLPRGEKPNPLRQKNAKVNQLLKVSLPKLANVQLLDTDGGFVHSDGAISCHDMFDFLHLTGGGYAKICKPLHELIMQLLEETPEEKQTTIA
PAFAH2 FP inh – PAFAH2 (human) inhibition. Q99487. inhibition, % at 3.39 µM. recombinant PAFAH2, FP-rhodamine activity probe, fluorescence polarization. 340,000 compounds, 0.99% hits;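 active = inhibition above the mean over all tested compounds plus 3 SD, cut at about 30% in these data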;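 note: inhibitors block probe labeling of enzyme so polarization drops; 0% = enzyme with DMSO and 100% = wells lacking PAFAH2 protein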
pPAFAH FP inh – pPAFAH (human) enzyme inhibition; Q13093; recombinant pPAFAH, FP-rhodamine probe fluorescence polarization; inhibition, % at 3.39 µM; 330,000 compounds, 1.5% hits; AID 463082;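 active = inhibition above the mean inhibition across the screen plus 3 SD, cut at about 25% in these data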;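 note: inhibitors block binding of the rhodamine activity-based probe so polarization drops; 0% = enzyme with DMSO and 100% = wells lacking pPAFAH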
PAD4 FP inh – inhibitors of human PAD4; Q9UM07; recombinant PAD4, RCA probe fluorescence polarization; inhibition, % at 6.36 µM; 330,000 compounds, 0.41% hits; AID 485272;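 active = percent inhibition above a cutoff equal to the mean of all tested compounds plus 3 SD, cut at about 15% in these data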;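 note: 0% = PAD4 with RCA probe and DMSO and 100% = probe without PAD4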
GSTO1 counter – blocks human GSTO1 in RBBP9 counter-screen. 300,000 compounds, 1.1% hits. inhibition, % at 5.96 µM. recombinant GSTO1, activity-based probe fluorescence polarization. P78417. AID 1974;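 active = inhibition above the campaign mean inhibition plus 3 SD, cut at about 35% in these data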;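 note: 0% = GSTO1-1 with DMSO and 100% = wells lacking GSTO1-1 enzyme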
Target sequence (P78417 whole entry, looked up): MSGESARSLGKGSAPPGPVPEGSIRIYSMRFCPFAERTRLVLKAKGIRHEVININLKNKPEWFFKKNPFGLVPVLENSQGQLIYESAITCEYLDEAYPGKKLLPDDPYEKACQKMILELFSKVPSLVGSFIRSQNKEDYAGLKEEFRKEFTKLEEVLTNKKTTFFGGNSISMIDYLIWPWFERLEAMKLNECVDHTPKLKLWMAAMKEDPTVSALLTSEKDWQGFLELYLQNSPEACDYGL
PAFAH1B3 FP inh – PAFAH1B3 (human) inhibition; recombinant PAFAH1B3, FP-rhodamine probe, fluorescence polarization; inhibition, % at 3.39 µM; 340,000 compounds, 0.28% hits;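 active = inhibition above the screen-wide average of all tested compounds plus 3 SD, cut at about 25% in these data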;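 note: 0% = enzyme with DMSO only and 100% = wells lacking PAFAH1B3 protein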
PME-1 primary – PME-1 (human) inhibition. Q9Y570. recombinant PME-1, FP-Rh probe fluorescence polarization. inhibition, % at 5.9 µM. 320,000 compounds, 0.53% hits. AID 2130;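 active = inhibition above the campaign mean of all compounds plus 3 SD, cut at about 26% in these data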;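 note: competitive labeling of PME-1 active site by serine hydrolase directed probe; 0% = PME-1 with DMSO and 100% = wells lacking PME-1 enzyme; inhibitors block probe labeling so polarization falls and inhibition rises; many of its hits are not listed in these tables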
* = called active by the depositor; nt = no result given. Only part of the results is shown; the hit share may differ from the screen's.

Start of the listing, in advance, two compounds:
SMILES	LYPLA1 inh	LYPLA2 inh	PAFAH1B2 inh	PAFAH2 FP inh	pPAFAH FP inh	PAD4 FP inh	GSTO1 counter	PAFAH1B3 FP inh	PME-1 primary
CSc1ccc(CN2CCCCCC2)cc1	2	2	1	2	3	-2	2	-1	0
Nc1ccn(-c2ncc(C(F)(F)F)cc2Cl)c(=O)n1	-2	-5	0	1	2	-7	0	3	-6

All compounds of this part, from the start:
SMILES	LYPLA1 inh	LYPLA2 inh	PAFAH1B2 inh	PAFAH2 FP inh	pPAFAH FP inh	PAD4 FP inh	GSTO1 counter	PAFAH1B3 FP inh	PME-1 primary
CSc1ccc(CN2CCCCCC2)cc1	2	2	1	2	3	-2	2	-1	0
Nc1ccn(-c2ncc(C(F)(F)F)cc2Cl)c(=O)n1	-2	-5	0	1	2	-7	0	3	-6
C=CCOC(=O)c1ccccc1C(=O)OCC=C	nt	nt	-1	0	4	-3	nt	5	nt
COc1cccc(NS(=O)(=O)c2cc3c4c(c2)CCC(=O)N4CCC3)c1	3	4	3	-11	3	7	5	10	8
O=C(c1ccc(S(=O)(=O)Nc2ccccc2F)cc1)N1CCC1	-2	-3	-1	6	2	6	-10	-4	-8
CCC1CCc2sc(C(=O)NNC(=S)NCC3CCCO3)cc2C1 (configuration not stated)	-1	4	6	-1	12	1	nt	1	-7
O=C(CCN1C(=O)C2C3C=CC(C3)C2C1=O)Nc1ccccn1 (configuration not stated)	0	-1	3	-3	2	6	-1	0	-8
O=C(O)c1cc(S(=O)(=O)N2CCN(C(c3ccccc3)c3ccccc3)CC2)ccc1Cl	1	2	9	2	-4	-4	-3	4	4
O=C1c2ccccc2-c2c1cccc2C(=O)N1CCOCC1	2	-1	5	-1	0	-1	1	5	-1
S=C(NCCCc1ccccc1)NC1CCCCC1	-2	1	9	2	3	2	0	3	8
O=C(Cn1nc(C(F)(F)F)cc1C1CC1)Nc1ccccc1F	0	-1	7	-2	2	1	1	3	-2
O=C(COC(=O)Cc1c(Cl)cccc1Cl)NCCC1=CCCCC1	2	6	4	-3	15	0	2	-5	-7
COC(=O)c1c(C)oc2ccc(N(C(=O)c3ccncc3)S(=O)(=O)c3ccc(C)cc3)cc12	-14	-10	14	-8	1	-3	3	1	-21
O=C(Nc1ccc2ccccc2c1)c1cccc([N+](=O)[O-])c1	-7	-1	-5	-13	6	-2	-3	2	17
Cn1c(=O)n(C)c2cc([N+](=O)[O-])c(N3CCN(C(=O)c4ccccc4Cl)CC3)cc21	-2	6	-1	-1	7	1	-2	-1	6
CCCn1nnc(NC(=O)c2ccc3ccccc3c2)n1	-1	-1	3	-5	-2	-8	-13	10	4
Cc1ccc(CNC(=O)CCOc2ccc(C(C)(C)C)cc2)cc1	0	5	30*	-3	9	1	1	0	5
C=CCOC(=O)Nc1c(C(=O)OC)[nH]c2ccccc12	1	-1	5	1	-5	-8	2	9	2
CCC(C)c1ccccc1NC(=O)CN(C)CCOc1ccc(Cl)cc1 (configuration not stated)	1	-2	3	-4	6	3	-4	6	12
CCOC(=O)N1CCN(C(=O)C(C)c2ccc([N+](=O)[O-])cc2)CC1 (configuration not stated)	-1	6	4	-2	1	-8	11	-2	4
CCC(C)Sc1ccc(-c2nc3ccc(C)cn3c2NCc2ccccc2)cc1 (configuration not stated)	nt	nt	1	9	7	-9	nt	2	nt
O=C(Nc1ccc2nsnc2c1)N1CCCCCC1	4	2	1	0	1	-8	15	4	-6
COC(=O)c1cccc(C(=O)Nc2cnc3ccccc3c2)n1	-22	-13	3	10	4	-1	0	2	-19
O=C(O)c1cn(-c2ccc(N3CCCC3)c(F)c2)c2c(F)c(F)c(F)cc2c1=O	-2	12	0	4	-7	-17	11	0	-12
COc1cccc(/C=N/n2c(-c3cc(C)[nH]n3)n[nH]c2=S)c1O	-2	-9	9	4	3	-2	12	8	-1
Cc1ccc(C2CC(c3ccc(C)cc3)n3nc(N)nc3N2)cc1 (configuration not stated)	4	4	-1	-1	-1	-2	5	5	4
CN(C)S(=O)(=O)c1cccc(NC(=O)CN(CCO)CC(=O)Nc2cccc(S(=O)(=O)N(C)C)c2)c1	-2	-9	1	9	6	0	5	8	0
CC(C)c1ccc(N(CC(=O)O)S(=O)(=O)c2cccnc2)cc1	-2	-2	3	0	-5	4	1	8	-9
CS(=O)(=O)N(CC(=O)NC1CC1)C1CCCCC1	0	-1	0	4	-8	-3	6	2	0
CCOc1ccc(C(C)=O)cc1COC(=O)CN1C(=O)NC2(CCCC2)C1=O	0	0	1	0	2	-1	10	-2	-5
O=C(CCc1ccccc1)NNC(=O)c1ccccc1C(=O)O	3	-4	0	-3	1	-5	-1	3	-4
CCOC(=O)N1CCN(S(=O)(=O)c2ccc(OC)c3ccccc23)CC1	-1	5	2	7	4	-4	6	10	4
O=c1[nH]c2cc3c(cc2cc1CN(Cc1ccco1)C(=S)NCC1CCCO1)OCCO3 (configuration not stated)	1	6	0	1	5	-4	-3	0	3
COc1ccc(CNCc2cc(Cl)ccc2O)cc1	-1	-9	1	4	0	-5	3	-1	-1
COc1ccccc1N1CCN(C(=O)CN2C(=O)C3CCCCC3C2=O)CC1 (configuration not stated)	-3	4	10	6	-1	1	0	15	5
CCO[C@H]1OC(C(N)=O)=C[C@@H](C)[C@@H]1CCCO	-1	-7	2	1	-1	-1	0	5	0
O=C(COC(=O)C1CCN(S(=O)(=O)c2ccc3c(c2)OCCO3)CC1)NC1CCCCC1	-1	6	7	15	13	-1	0	1	4
O=C(CSc1nc(C2CC2)nc2ccccc12)Nc1ccccc1Cl	-1	4	1	-9	2	-3	0	3	1
Cc1cc(=O)[nH]c2cc(Cl)ccc12	3	5	5	7	-2	3	1	6	4
O=C(N=C1SC2CS(=O)(=O)CC2N1c1ccccc1)c1cccc([N+](=O)[O-])c1 (configuration not stated)	-7	-4	-1	-13	0	4	nt	-1	-5
Cc1ccc(C2=NN(C(=O)CCC(=O)O)C(c3cccc([N+](=O)[O-])c3)C2)cc1 (configuration not stated)	1	-1	4	-4	-7	-2	-9	5	-4
CC1CN(S(=O)(=O)c2cccc(C(=O)NNC(=O)C(C)Oc3ccccc3F)c2)CC(C)O1 (configuration not stated)	2	2	2	0	0	1	-4	-1	-4
C=CCOC(=O)C1=C(C)NC(=S)NC1/C=C/c1ccccc1 (configuration not stated)	-1	-2	-4	2	3	0	-5	7	-5
Cc1ccc(OCC(=O)NNC(=O)c2cccnc2)cc1	1	9	9	-2	-1	-4	1	12	1
COc1ccc(C2CC(c3ccc(Br)cc3)=NN2C(=O)CSC2=NCCS2)cc1 (configuration not stated)	-1	-6	12	-12	-1	6	14	1	-1
COc1ccc(CCNC(=O)C2CCCN2C(=O)Nc2ccc(F)cc2)cc1OC (configuration not stated)	2	9	-2	2	2	2	4	0	-2
COc1ccc(-c2coc3cc(O)ccc3c2=O)cc1O	1	3	7	-4	3	-2	14	5	1
COc1ccc(/C=N/NC(=O)c2c([N+](=O)[O-])c(C)nn2C)cc1	-2	-10	3	-4	-8	5	4	8	-3
COc1ccccc1NS(=O)(=O)c1cc(NC(=O)Nc2cccc(C)c2)ccc1N1CCCCC1	-42	-51	-17	-41	4	-5	-41	-39	-69
COc1ccc(/C=C/C(=O)NCC(=O)N2CCC(N(C)CCN3CCOCC3)CC2)cc1OC	-1	-1	-2	0	3	2	7	2	0
N#Cc1ccccc1NC(=O)c1cccc(COc2ccc(Cl)cc2Cl)c1	-2	-8	-3	-1	0	-5	-1	2	-6
CC1(C)CCc2c([nH]c3ccccc3c2=O)O1	4	6	2	-2	6	2	2	4	1
COCCN1Cc2cccc(C(=O)NCc3cccs3)c2C1=O	-2	-1	-1	-2	4	-5	6	9	-4
CCn1c2ccccc2n2c(=O)c(=O)n(CC(=O)Nc3ccc(C(C)C)cc3)nc12	-2	3	-2	0	10	-1	-2	7	-3
CCc1ccc(NC(=O)C(=O)NNC(=O)COc2cccc(OC)c2)cc1	0	0	9	6	4	2	4	5	-6
O=C(Nc1ccccc1F)c1coc(=O)c(Br)c1	4	4	0	6	2	5	4	6	1
COC(=O)c1cc(C(=O)OC)[nH]n1	1	3	4	2	1	1	6	4	1
CS(=O)(=O)N1CCCC(C(=O)Nc2ccccc2Cl)C1 (configuration not stated)	1	2	1	0	3	-4	5	2	-7
CC1(c2nnc(-c3ccccc3)o2)CC(c2ccc([N+](=O)[O-])cc2)=NO1 (configuration not stated)	-1	-6	-5	7	4	-17	-13	-6	-1
CCc1ccc(NC(=O)Cn2ncn3c(cc4ccccc43)c2=O)cc1	-1	-12	0	-8	-15	-11	-7	-3	-11
Next records
SMILES	LYPLA1 inh	LYPLA2 inh	PAFAH1B2 inh	PAFAH2 FP inh	pPAFAH FP inh	PAD4 FP inh	GSTO1 counter	PAFAH1B3 FP inh	PME-1 primary
O=C(NCCN1CCOCC1)c1cc2sccc2n1Cc1ccc(Cl)cc1	-4	-3	-3	5	11	2	-9	-4	5
Cc1cccc(Cn2cnc3c(nnn3Cc3ccc(F)cc3)c2=O)c1	1	-2	0	-7	2	0	-2	-3	3
O=C(NCc1cccnc1)Nc1ccc(F)cc1F	-5	-8	0	-10	-7	0	-6	5	-12
COc1ccc(C)cc1NC(=O)CN1C(=O)COc2ccc(C)cc21	-2	-1	-5	-1	0	3	1	6	-1
CCOCCC(=O)Nc1cc(Cl)ccc1OC	1	5	3	0	2	-4	2	9	2
O=C(Nc1ccccc1C(=O)O)c1cc(S(=O)(=O)Nc2cccc(F)c2)ccc1Cl	0	-3	4	-8	31*	4	-17	1	-1
CCCc1[nH]nc2c1C1(C(=O)N(CC)c3ccccc31)C(C#N)=C(N)O2 (configuration not stated)	-1	3	2	-1	-2	-2	-5	6	0
CCOC(=O)c1ccc2c(c1)n(CC)c(C)[n+]2CC	-6	-5	4	1	-2	-8	8	0	-8
COc1ccccc1N1CCN(C(=O)c2ccc(-c3ccc(Cl)cc3)o2)CC1	-3	-2	-1	-3	11	-2	nt	7	1
O=C(COc1ccccc1)N/N=C/c1sc(=O)n(Cc2cccc(C(=O)O)c2)c1Cl	3	-1	8	2	2	9	-31	6	3
CCCCNC(=O)C(Sc1ccccc1)c1ccccc1 (configuration not stated)	-3	3	10	1	-2	3	3	4	1
CC(=O)c1cc(C#N)c(SCC(=O)Nc2nccs2)nc1C	2	-2	2	9	2	-3	-2	4	-10
N#CCc1ccc(NS(=O)(=O)c2ccc(C3CCCCC3)cc2)cc1	-4	-12	6	-5	4	-6	-11	-3	-1
O=c1[nH]c2cc(Cl)ccc2n(CCNc2ncc(C(F)(F)F)cc2Cl)c1=O	0	-4	7	-1	4	-8	-1	-2	0
O=C(Nc1ccccc1)N(C1=NCCC1)c1ccccc1	3	-1	6	6	7	2	8	2	2
Cc1sc2nc(CSc3ncn[nH]3)[nH]c(=O)c2c1C	3	-3	3	-5	2	2	11	8	8
Cc1ccc(C)c(S(=O)(=O)NCCCc2ccccc2)c1	0	0	22	0	9	1	-3	8	-5
COc1cccc(NC(=O)CSc2nnc(Cn3c(=O)sc4ccccc43)n2C)c1	0	-1	2	1	2	4	9	6	0
CCS(=O)(=O)Nc1cccc(C2=NN(S(=O)(=O)c3ccc(C)cc3)C(c3ccco3)C2)c1 (configuration not stated)	-4	-5	-2	-2	-2	-2	-2	4	7
COc1ccccc1/C=N/NC(=O)c1ccc(C)nc1	-2	1	3	8	2	-4	2	9	2

Screens (PubChem)
